# High-throughput results deposited in PubChem BioAssay by The Scripps Research Institute Molecular Screening Center.
# FBW7 activator = human FBW7 E3 ligase activation, primary screen. AlphaScreen FBW7–phospho-cyclin E peptide binding, activator screen. normalized activity (activation), % at 26.1 µM. actives 0.13% (n = 650,000). AID 1259310; in the data active means normalized activity above about 1.9%;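 further: purified mutant Fbw7 with reduced substrate affinity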
# MITF primary = inhibitors of human MITF | inhibition, % at 2.6 µM | O75030 | AlphaScreen MITF homodimerization, bead proximity signal | actives 0.91% (n = 650,000); in the data active means inhibition above about 50%;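 further: 0% = vehicle wells with protein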
# Target sequence (O75030 whole entry, looked up): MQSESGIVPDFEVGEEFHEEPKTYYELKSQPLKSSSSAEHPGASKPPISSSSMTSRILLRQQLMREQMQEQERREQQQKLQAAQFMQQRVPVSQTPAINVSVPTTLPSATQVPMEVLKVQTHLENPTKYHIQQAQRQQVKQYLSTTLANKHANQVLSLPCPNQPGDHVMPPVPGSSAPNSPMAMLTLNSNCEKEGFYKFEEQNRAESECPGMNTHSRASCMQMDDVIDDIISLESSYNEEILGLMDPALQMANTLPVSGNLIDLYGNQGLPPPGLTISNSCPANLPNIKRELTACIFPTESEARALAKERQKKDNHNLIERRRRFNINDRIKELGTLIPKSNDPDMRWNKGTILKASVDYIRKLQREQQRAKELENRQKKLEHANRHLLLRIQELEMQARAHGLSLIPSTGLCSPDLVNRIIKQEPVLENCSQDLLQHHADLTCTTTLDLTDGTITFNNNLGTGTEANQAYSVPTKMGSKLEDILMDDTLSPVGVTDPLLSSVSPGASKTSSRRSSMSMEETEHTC
# TEAD-YAP inh = TEAD-YAP interaction inhibition | actives 1.4% (n = 640,000) | AID 1259422 | inhibition, % at 9.12 µM | HEK-TIYL cells, TEAD-Gal4/YAP UAS-luciferase luminescence; in the data active means inhibition above about 32%;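 further: 0% = median of test compound wells and 100% = reference inhibitor wells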
# GPR151 ag = activates the human receptor GPR151; Q8TDV0; PathHunter beta-arrestin GPR151 cells, luminescence; activation, % at 11.2 µM; actives 1% (n = 650,000); AID 1508602; in the data active means activation above about 4.9%;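 further: 0% = median of compound wells and 100% = cells with positive control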
# Target sequence (Q8TDV0 whole entry, looked up): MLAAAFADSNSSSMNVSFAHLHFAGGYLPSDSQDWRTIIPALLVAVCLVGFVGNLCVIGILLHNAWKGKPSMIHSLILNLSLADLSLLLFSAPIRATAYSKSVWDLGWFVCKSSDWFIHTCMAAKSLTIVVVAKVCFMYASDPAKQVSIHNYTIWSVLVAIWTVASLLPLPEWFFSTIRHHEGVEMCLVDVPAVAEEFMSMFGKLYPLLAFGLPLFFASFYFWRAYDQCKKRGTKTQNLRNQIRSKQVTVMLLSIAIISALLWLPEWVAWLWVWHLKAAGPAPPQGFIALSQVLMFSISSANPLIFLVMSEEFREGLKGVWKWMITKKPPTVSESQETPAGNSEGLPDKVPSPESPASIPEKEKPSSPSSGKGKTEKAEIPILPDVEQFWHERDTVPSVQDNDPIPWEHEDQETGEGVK
# The depositor's hits bear a star.
SMILES,FBW7 activator,MITF primary,TEAD-YAP inh,GPR151 ag
COc1ccccc1Nc1ncnc2c1c(-c1ccccc1)cn2-c1ccc(Cl)cc1,-0.1,-4.2,4.1,-0.2
CCOc1cn(C)c(C(=O)NCc2ccccc2)cc1=O,-0.1,-14.1,-3.4,0.6
COc1ccc(C(=O)NNC(=O)COc2ccccc2Cl)cc1OC,0.0,0.9,6.6,-0.3
COc1cccc(/C=N/NC(=O)CNc2ccc(Br)cc2Br)c1,0.0,-6.7,2.7,0.2
COc1ccccc1N1CCN(c2ncc(C(=O)NCc3ccc(F)cc3)c3ccccc23)CC1,0.5,8.9,-6.5,-1.3
COc1ccc(O)c(C=Nc2ccc([N+](=O)[O-])cc2)c1,-0.2,0.6,-7.7,-0.9
CCCc1oc2c(cc(NS(=O)(=O)c3ccccc3)c3ccccc32)c1C(=O)OCC,0.0,-10.4,4.7,0.0
O=C(NC(C(=O)O)C12CC3CC(CC(C3)C1)C2)c1cccs1 (stereo not given),-0.1,11.6,-0.4,0.8
CCN(CC)c1nc(Nc2ccc(NC(C)=O)cc2)nc(Nc2nccc3ccccc23)n1,-0.2,0.4,3.4,-2.0
COc1ccc(C(=O)CC2(O)C(=O)N(Cc3ccccc3)c3ccccc32)c(OC)c1 (stereo not given),-0.1,-3.0,4.5,1.2
Cc1ccc(C(=O)NCc2ccc(F)cc2)c(N2CCOCC2)n1,0.2,12.8,5.4,0.9
COc1ccc(S(=O)(=O)NCCO)cc1C,0.0,-2.0,1.1,-1.1
COC(=O)c1cc(C)sc1NC(=S)N1CCCCCC1,-0.1,-8.3,-22.4,8.7*
CN1CCN(CCOc2cccc(Cl)c2)CC1,-0.1,9.0,1.8,0.9
CSCCC(C(=O)Nc1ccc(C)cc1C)N1C(=O)c2ccccc2C1=O (stereo not given),0.1,0.7,9.0,-2.4
O=C1c2ccc([N+](=O)[O-])cc2C(=O)N1Cc1ccccc1Cl,0.0,22.1,10.6,1.5
COc1ccc(CNC(=O)CCCCCn2c(SCC(=O)NC3CCCCC3)nc3cc4c(cc3c2=O)OCO4)cc1,0.2,-5.2,-3.8,0.4
CCOc1ccc(/C=N/NC(=O)CSc2n[nH]c(=O)[nH]c2=O)cc1OC,0.5,8.6,1.0,1.5
c1ccc(-c2ncc(-c3nc4ccccc4o3)c(-c3ccncc3)n2)nc1,-0.3,-11.4,-0.5,-0.5
Cc1cccn2cc(CN3CCCc4ccccc43)nc12,-0.1,55.3*,4.6,1.9
Cc1ccc(NC(=O)C2C3C=CC4(O3)C2C(=O)N(CCCOC(C)C)C4C(=O)NC2CCCCC2)cc1 (stereo not given),-0.2,-4.0,1.1,3.0
CC1=CC(C)(C)N2C(=O)C3(C(C#N)=C(N)Oc4cc(C)oc(=O)c43)c3cccc1c32 (stereo not given),-0.1,-2.6,0.6,2.9
COc1cc(OC)cc(C(=O)Nc2cc(C(=O)Nc3ccc(F)c(F)c3)ccc2N2CC3CC(C2)c2cccc(=O)n2C3)c1 (stereo not given),0.0,4.8,-3.3,-0.8
N/C(=N\OC(=O)c1ccccc1-c1ccccc1)c1ccncc1,0.2,-1.3,6.7,0.1
CCOc1cc(C2C(C(=O)OC(C)CC)=C(C)NC3=C2C(=O)CC(C)(C)C3)ccc1OC(C)=O (stereo not given),-0.1,0.8,14.1,-0.6

# Further entries:
SMILES,FBW7 activator,MITF primary,TEAD-YAP inh,GPR151 ag
C=CCn1c(=O)c2c3c(sc2n2c(Nc4ccccc4)nnc12)CCCC3,0.1,14.2,7.7,0.5
Cc1ccc(C(=O)NC2CCCCC2)cc1NC1=NC2CS(=O)(=O)CC2S1 (stereo not given),-0.3,-5.5,-3.4,0.0
CCOc1ccccc1-n1c(SCC(=O)N2CCC(C)CC2)nc2n[nH]c(C)c2c1=N,0.0,5.4,-0.2,-0.5
O=C(CCS(=O)(=O)c1ccc(Cl)cc1)N1CCc2ccccc21,0.2,16.1,-8.6,0.1
O=S(=O)(NCc1ccc2c(c1)OCO2)c1ccc(-n2cccn2)cc1,-0.1,6.3,2.5,1.0
CC1=C(C(=O)Nc2ccc(Br)cn2)C(c2ccc(C)cc2)C2=C(CC(C)(C)CC2=O)N1 (stereo not given),0.6,-5.0,-11.5,-0.7
Cn1ncc2c(Nc3ccc(F)cc3)nc(N3CCOCC3)nc21,0.1,-1.4,-14.6,1.3
O=CN1CCN(c2ncc(-c3ccc(Cl)cc3)cn2)CC1,-0.3,-5.6,-39.6,2.2
CCCN(CC1CC1)C(=O)COC(=O)c1[nH]c(C)c(C(C)=O)c1C,-0.1,1.0,-7.2,-0.3
CN(CC(=O)NCCC1=CCCCC1)S(=O)(=O)c1cccs1,-0.1,-7.8,-16.1,1.9
COc1ccc(CNC(=O)CC2(CC3=NS(=O)(=O)c4ccccc4N3)CCCC2)cc1,0.0,8.2,7.8,-1.5
CCc1ccc(S(=O)(=O)NC(=S)NC2CCCCC2)cc1,0.0,19.6,9.8,0.2
O=C(OCc1nc2ccccc2s1)c1cc(=O)[nH]c(=O)[nH]1,-0.1,8.7,-5.3,-1.1
Cn1cnnc1SC1c2cccc3cccc(c23)C1NS(C)(=O)=O (stereo not given),0.3,18.6,5.2,-1.1
O=C(Nc1ccc(Cl)c(Cl)c1)c1cc(S(=O)(=O)N2CCCc3ccccc32)ccc1F,0.0,-0.8,-2.2,-1.4
O=C(O)/C=C/C(=O)NC1CCCCCCC1,0.8,9.6,1.0,2.8
CN(C(=O)c1ccccc1Br)c1ccccc1,0.1,7.4,1.1,-1.8
O=c1c2ccccc2cnn1-c1nc2ccccc2s1,0.2,27.4,90.0*,-0.9
COc1ccc(C(=O)N2CCN(c3c(Cl)cccc3[N+](=O)[O-])CC2)cc1,0.4,14.4,-3.2,0.4
O=C1c2ccccc2C(=O)N1CCCCN(C(=O)c1ccc(F)cc1)c1ccc(Cl)cc1,0.0,-5.6,-2.0,-1.3
Cc1cccc(C2c3[nH]c4ccccc4c3CCN2Cc2nccs2)n1 (stereo not given),-0.1,3.1,-1.6,-0.6
COc1ccc(C(=O)CC2(O)C(=O)N(C)c3ccccc32)cc1 (stereo not given),-0.2,4.9,-3.8,2.0
CCN(CC)S(=O)(=O)c1ccc(N/N=C(\C)c2ccc([N+](=O)[O-])cc2)c([N+](=O)[O-])c1,0.0,-9.8,-3.0,-0.8
COc1ccc(CC(=O)Nc2ccc(N3CCC(NC4CCOC4)CC3)cc2)cc1 (stereo not given),0.0,-4.5,-4.2,1.2
CCCOC(=O)C1=C(C)NC(=O)NC1c1ccc(O)c([N+](=O)[O-])c1 (stereo not given),0.1,8.6,12.4,0.4

# (cont.)
SMILES,FBW7 activator,MITF primary,TEAD-YAP inh,GPR151 ag
COc1ccc(C2CC(c3ccc(OC)c(OC)c3)=NN2C(=O)c2cccs2)cc1 (stereo not given),-0.2,-7.1,-24.1,-1.7
CCCOc1c(Cl)cc(/C=N/O)cc1OCC,-0.1,-14.4,-11.2,-0.2
O=C(COc1ccc2ccccc2c1)NC1CC(=O)N(c2cccc(F)c2)C1 (stereo not given),0.0,-10.3,-2.4,0.9
O=S(=O)(Nc1ccc(Cl)cc1)c1ccc(NS(=O)(=O)c2ccc3c(c2)OCCO3)cc1,0.0,-2.7,-5.1,0.7
O=C(CSc1nc2ccccc2c(=O)n1CCCCCC(=O)N1CCOCC1)c1ccc(Br)cc1,-0.2,12.0,1.7,1.2
COc1ccc(Nc2ccc([N+](=O)[O-])cn2)cc1Cl,0.0,5.7,9.3,-1.1
CC(C)N(CCNc1nc(NCc2cccnc2)nc2c1ncn2Cc1ccc(C(F)(F)F)cc1)C(C)C,-0.1,-1.2,-1.0,-1.0
CCOC(=O)N1CCN(c2ccc([N+](=O)[O-])s2)CC1,0.1,14.5,7.5,-2.2
NC(C(=O)N1CCN(C(=O)Nc2ccc3[nH]ncc3c2)CC1)c1cccc(Br)c1 (stereo not given),0.1,19.1,-3.9,-1.1
CC(C)C(C)(C#N)NC(=O)CSc1ccc2ccccc2c1 (stereo not given),0.0,6.0,-1.4,0.2
CCS(=O)(=O)N1CCC(C(=O)NCCCN2CCCC2)CC1,-0.3,-4.5,-7.9,2.9
COc1cccc(NC(=O)CCN2C(=O)c3ccccc3C2=O)c1,1.2,8.0,18.5,-0.1
CCCCOc1ccc(C2Nc3ccccc3C(=O)N2c2ccc(C)c(Cl)c2)cc1 (stereo not given),0.1,5.4,-62.4,-1.1
O=C(NNC(=O)c1cc([N+](=O)[O-])ccc1Cl)c1ccc([N+](=O)[O-])cc1,0.8,5.6,15.7,-0.4
O=C1C2ON(c3ccccc3)C(c3ccc(OC(F)F)cc3)C2C(=O)N1c1ccccc1C(F)(F)F (stereo not given),-0.1,-8.2,-3.3,-0.7
O=C(CN(C(=O)Cn1nnc2ccccc21)c1ccc2c(c1)OCO2)NC1CCCCC1,-0.2,-4.6,-6.0,-0.2
CCOC(=O)C1=C(C)N=c2s/c(=C/c3cc(Cl)ccc3O)c(=O)n2C1c1ccc(OC)c(OC)c1 (stereo not given),0.1,9.3,8.6,0.8
Cc1ccc(S(=O)(=O)CC(=O)O)cc1,0.1,-3.5,1.4,0.4
COc1ccc([N+](=O)[O-])cc1CSc1nnc(N2C(=O)c3ccccc3C2=O)s1,0.1,5.6,2.5,1.0
CCN1CCC(N[C@H]2C[C@@H](C(=O)NC(C)C)N(C/C=C/c3ccccc3)C2)CC1,-0.1,-15.1,-5.5,-0.1
O=C1NC(CC(=O)N2CCC[C@@H]3CN(Cc4ccc(F)cc4)CC[C@H]32)c2ccccc21 (stereo not given in full),-0.1,4.0,-5.6,0.5
COc1ccc(-c2cnn3c(N4CCC[C@H]4CO)ccnc23)cn1,0.5,5.6,-0.5,-1.0
Cc1ccc(-n2ncc3c(=O)n(CC(=O)Nc4ccc5c(c4)OCO5)cnc32)cc1,0.0,-0.7,1.8,-0.8
COc1ccccc1N1C(=O)CN(Cc2ccccc2)C1=S,-0.1,1.5,0.0,-0.9
O=C(NCc1ccsc1)NCc1cccc2ccccc12,0.1,3.0,-18.8,-0.8

# Following part:
SMILES,FBW7 activator,MITF primary,TEAD-YAP inh,GPR151 ag
O=c1nc2n(c3cc(Cl)ccc13)Cc1ccccc1-2,0.2,-1.6,-6.7,0.2
NC(=O)c1cc(OCc2ccccc2)c(OCc2ccccc2)c(OCc2ccccc2)c1,0.1,11.6,4.5,2.3
Cc1ccc(NC(=O)CN2CCN(S(=O)(=O)c3ccc(F)cc3)CC2)cc1F,0.1,23.6,19.1,1.2
CCC(=O)CC(c1ccccc1)C1C(=O)c2ccccc2C1=O (stereo not given),0.0,-0.4,3.4,-1.0
COc1cc(/C=C2\SC(=S)N(c3cccc(C(=O)O)c3)C2=O)cc([N+](=O)[O-])c1O,-0.1,5.4,0.0,-0.1
CC(C)c1ccc(NC(=O)CN2c3cccc4cccc(c34)S2(=O)=O)cc1,0.0,-3.7,2.3,-0.3
OC(CC#CCN1CCOCC1)(c1ccccc1)C1CCCC1 (stereo not given),-0.3,-10.7,1.1,0.0
COc1ccc(CN2CCc3nnc(CNC(=O)Cc4ccccc4)n3CC2)cc1C,-0.1,5.2,10.5,0.5
COc1ccc(Cl)cc1NC(=O)CSc1ccc2nc(-c3ccccc3)cn2n1,-0.1,-9.5,-24.5,-0.5
CC1=NN(c2ccc(C)c(C)c2)C(=O)/C1=C\c1ccc(-c2ccc(S(N)(=O)=O)cc2)o1,0.0,-10.4,-4.1,-0.3
CC1CCCCC1NC(=O)CCNS(=O)(=O)c1cc(Br)cnc1N (stereo not given),-0.2,-2.5,-3.3,-1.1
CCOc1ccc(N(C(C)C(=O)Nc2ccc(F)c(Cl)c2)S(C)(=O)=O)cc1 (stereo not given),0.1,-11.7,-5.8,0.8
CCCCCCOc1ccc(N2C(=O)CC(N3CCN(C(=O)OCC)CC3)C2=O)cc1 (stereo not given),0.3,-3.6,-7.2,0.1
CN(C)C(=S)SCC(=O)Nc1ccc(C#N)cc1,-0.1,5.8,-17.8,1.3
CCCSc1ncnc2sc3c(c12)CCC(C)C3 (stereo not given),0.1,-10.7,-10.9,0.0

# Not a hit list (roughly 3.4% active in at least one column).
